OXTR agonist: human OXTR agonists, primary screen, fluorescence, CHO-OTR cells, Fluo-8 calcium; Fluo-8 calcium fluorescence; normalized: DMSO 0%, oxytocin 100%; activation, % at 3 µM; hit rate 0.32% among 320,000;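 active = activation above the mean of all tested compounds plus 3 SD, cutoff set per screening run, cut at about 20% in these data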;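 also: peak over basal fluorescence ratio from a 100 s FLIPR kinetic read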
Target sequence (P30559 whole entry, looked up): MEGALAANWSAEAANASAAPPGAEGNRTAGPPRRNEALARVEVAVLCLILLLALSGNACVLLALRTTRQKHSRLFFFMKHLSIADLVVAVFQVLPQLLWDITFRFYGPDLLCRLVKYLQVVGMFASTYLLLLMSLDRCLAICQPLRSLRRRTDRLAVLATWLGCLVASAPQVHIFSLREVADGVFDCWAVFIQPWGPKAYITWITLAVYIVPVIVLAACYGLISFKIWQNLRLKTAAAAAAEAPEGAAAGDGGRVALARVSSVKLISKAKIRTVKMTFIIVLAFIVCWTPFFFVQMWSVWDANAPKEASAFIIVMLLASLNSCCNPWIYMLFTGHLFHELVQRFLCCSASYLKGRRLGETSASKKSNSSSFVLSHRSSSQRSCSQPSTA
V1R ag counter: agonists of human V1a receptor, primary screen, counter-screen for OXTR agonist project, fluorescence, CHO-V1R cells. activation, % at 3 µM. hit rate 0.25% among 320,000. AID 2797, 2010. Fluo-8 calcium fluorescence, agonist mode; 0% DMSO, 100% 3 nM vasopressin;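 active = activation above the mean activation of all tested compounds plus 3 SD, per screening run, cut at about 20% in these data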;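 also: signal is peak over basal fluorescence ratio across a 100 second FLIPR read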
Target sequence (P37288 whole entry, looked up): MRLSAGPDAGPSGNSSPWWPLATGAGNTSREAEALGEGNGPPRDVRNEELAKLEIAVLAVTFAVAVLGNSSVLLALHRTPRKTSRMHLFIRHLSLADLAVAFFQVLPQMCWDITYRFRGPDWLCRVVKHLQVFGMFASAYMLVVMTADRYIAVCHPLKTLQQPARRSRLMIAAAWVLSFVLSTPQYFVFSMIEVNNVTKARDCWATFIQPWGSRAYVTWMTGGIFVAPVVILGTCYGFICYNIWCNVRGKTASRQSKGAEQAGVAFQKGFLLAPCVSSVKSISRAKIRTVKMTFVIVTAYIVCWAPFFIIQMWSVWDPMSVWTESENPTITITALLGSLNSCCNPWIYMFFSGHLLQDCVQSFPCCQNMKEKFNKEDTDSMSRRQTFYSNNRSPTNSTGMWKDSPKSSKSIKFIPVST
GalR3 antag: GalR3 antagonists in HEK293 cells, primary screen, cell-based, fluorescence readout; Galanin receptor type 3 (Homo sapiens), O60755; HEK293 GalR3-CNG cAMP membrane potential fluorescence; galR3 body fused to GalR1 C-terminus; inhibition, % at 3 µM; hit rate 0.44% among 360,000; AID 651719, 2012;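 active = inhibition above the screen-wide average plus 3 SD, cut at about 13% in these data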;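 also: forskolin and galanin both at EC90 stimulate the cells; cAMP rise reported by CNG channel membrane potential dye signal; 0% = forskolin plus galanin with DMSO and 100% = forskolin alone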
Target sequence (O60755 1-299 limits assumed): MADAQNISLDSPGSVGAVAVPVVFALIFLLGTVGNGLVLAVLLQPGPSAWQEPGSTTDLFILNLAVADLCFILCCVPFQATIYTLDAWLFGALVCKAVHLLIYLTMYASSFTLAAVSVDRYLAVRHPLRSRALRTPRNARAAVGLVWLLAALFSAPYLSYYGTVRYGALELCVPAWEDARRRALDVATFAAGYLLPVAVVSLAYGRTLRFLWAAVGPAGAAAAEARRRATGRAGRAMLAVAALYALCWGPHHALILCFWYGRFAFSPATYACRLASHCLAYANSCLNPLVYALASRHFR
The depositor's hits bear a star. A portion of the library, so the mix of outcomes need not match the whole.

| structure | GalR3 antag | OXTR agonist | V1R ag counter |
| --- | --- | --- | --- |
| CCCn1nc(C(=O)NNC(=O)c2cc(S(=O)(=O)NC)ccc2Br)c2ccccc2c1=O | -1 | -0.1 | -0.3 |
| Cc1nc(SCC(=O)Nc2ccc(CN3CCCC3)cc2)c2c(C)c(C)sc2n1 | -6 | 4.6 | 2.1 |
| CC(C)NC(=O)N(C)C[C@H]1Oc2ccc(NC(=O)Nc3ccccc3)cc2C(=O)N([C@H](C)CO)C[C@@H]1C | -3 | 1.3 | 0.7 |
| COc1ccc(CCC(=O)OCC(=O)NCc2ccccc2)cc1 | -2 | -0.5 | -0.7 |
| O=C(COC(=O)c1ccco1)NCCc1ccc(Cl)cc1 | -4 | -0.7 | -0.6 |
| O=C(COC(=O)/C=C/c1ccco1)Nc1cc(S(=O)(=O)N2CCOCC2)ccc1Cl | -6 | 0.5 | 9.4 |
| Cc1ccc(S(=O)(=O)N2CCOCC2)cc1NC(=O)CN1C(=O)NC(C)(c2ccc(Cl)cc2Cl)C1=O (stereo not drawn) | -5 | 0.7 | 1.3 |
| COc1ccc(C(CNC(=O)c2ccc(OC)c(S(=O)(=O)N3CCCC3)c2)N2CCCC2)cc1 (stereo not drawn) | -2 | 1.6 | 1.7 |
| Cc1cc(OCC(=O)Nc2cccc(S(=O)(=O)N3CCCCC3)c2)ccc1Cl | -4 | 8.4 | 7.1 |
| Cc1ccccc1NC(=O)CN1C(=O)NC2(CCc3ccccc32)C1=O (stereo not drawn) | -4 | 0.2 | 0.4 |
| CN(C)C(CNC(=O)c1ccc(S(=O)(=O)Nc2ccccc2F)cc1)c1ccco1 (stereo not drawn) | -4 | 0.7 | -0.2 |
| C[C@H](CO)N1C[C@H](C)[C@@H](CN(C)C(=O)NC2CCCCC2)Oc2c(NC(=O)Nc3ccc4c(c3)OCO4)cccc2C1=O | -6 | 0.3 | 0.5 |
| COc1ccc(NC(=O)CSc2nc(C)cs2)c([N+](=O)[O-])c1 | -1 | 0.4 | 1.7 |
| CCN(C[C@H]1N[C@@](CC)(C(=O)OC)[C@H]2C(=O)N(Cc3ccccc3)C(=O)[C@@H]12)S(=O)(=O)c1ccc(F)cc1 | -8 | -1.2 | 0.8 |
| Cc1cccc([N+](=O)[O-])c1NC(=O)CSc1nnc2ccccn12 | -4 | -0.3 | -0.2 |
| CN(C(=O)COC(=O)c1cc2ccccc2cc1O)c1c(N)n(Cc2ccccc2)c(=O)[nH]c1=O | -3 | 0.6 | -0.8 |
| COc1ccc(NC(C)C(=O)Nc2cccc(S(=O)(=O)N3CCOCC3)c2)cc1OC (stereo not drawn) | -7 | 0.2 | -0.9 |
| COc1ccc(Cl)cc1NC(=O)COC(=O)c1ccc(Cl)nc1 | -5 | -1.4 | -0.5 |
| CC1CN(C(=O)c2ccc(NS(=O)(=O)c3ccc(F)c(F)c3)cc2)CC(C)O1 (stereo not drawn) | -1 | 2.6 | 3.7 |
| COc1ccccc1C(=O)Nc1ccc(OCC(=O)N2CCCCC2C)cc1 (stereo not drawn) | 1 | 1.5 | 1.0 |
| C[C@@H](NC(=O)c1nc[nH]c1C(=O)N1CCN(C(=O)OC(C)(C)C)CC1)c1ccccc1 | 0 | 0.9 | 0.1 |
| Cc1cccc(C)c1NC(=O)CNC(=O)c1cnccn1 | -6 | 1.2 | 0.2 |
| COc1ccc(NC(=O)CCCCC(=O)Nc2ccc(OC)cc2OC)c(OC)c1 | -4 | -1.8 | -1.6 |
| CSc1ncccc1C(=O)OCC(=O)NCc1cccs1 | 2 | -1.2 | -1.4 |
| CCc1ccc(S(=O)(=O)Nc2cccc(-c3ccc4nnc(C)n4n3)c2)s1 | 0 | 0.2 | 1.6 |
| COc1ccccc1CNS(=O)(=O)c1cc2c3c(c1)CCC(=O)N3CCC2 | 3 | 2.2 | 3.3 |
| COc1ccc(C(Sc2ccccc2)c2ccccc2)cc1OC (stereo not drawn) | -8 | 0.0 | 1.1 |
| Cc1ccc(NS(=O)(=O)c2cccc(C(=O)N(C)Cc3cccs3)c2)cc1 | -5 | 3.1 | 5.1 |
| CC(C(=O)OCC(=O)NC1CCCC1)N1C(=O)c2ccccc2C1=O (stereo not drawn) | -7 | -0.4 | 0.2 |
| CC(=O)c1ccc(-c2ccc(C(=O)NCC(c3ccco3)N(C)C)o2)cc1 (stereo not drawn) | -3 | 0.0 | 0.4 |
| COc1ccc(NC(=O)C2CCN(C(=O)Nc3ccccc3)CC2)cc1S(=O)(=O)N(C)C | -7 | 0.5 | 1.5 |
| Cc1ccc(C)c(NC(=O)CN(C)C(=O)c2ccc(S(=O)(=O)N(C)c3ccccc3)cc2)c1 | -1 | 3.2 | 2.9 |

Molecules shown so far that have a Cl atom, in the order listed:
| structure | GalR3 antag | OXTR agonist | V1R ag counter |
| --- | --- | --- | --- |
| O=C(COC(=O)c1ccco1)NCCc1ccc(Cl)cc1 | -4 | -0.7 | -0.6 |
| O=C(COC(=O)/C=C/c1ccco1)Nc1cc(S(=O)(=O)N2CCOCC2)ccc1Cl | -6 | 0.5 | 9.4 |
| Cc1ccc(S(=O)(=O)N2CCOCC2)cc1NC(=O)CN1C(=O)NC(C)(c2ccc(Cl)cc2Cl)C1=O (stereo not drawn) | -5 | 0.7 | 1.3 |
| Cc1cc(OCC(=O)Nc2cccc(S(=O)(=O)N3CCCCC3)c2)ccc1Cl | -4 | 8.4 | 7.1 |
| COc1ccc(Cl)cc1NC(=O)COC(=O)c1ccc(Cl)nc1 | -5 | -1.4 | -0.5 |

(more compounds)
| structure | GalR3 antag | OXTR agonist | V1R ag counter |
| --- | --- | --- | --- |
| Cc1cccc(NS(=O)(=O)c2ccc(C)c(C(=O)NCc3ccncc3)c2)c1 | -2 | -1.1 | -1.8 |
| COc1ccc(-c2sc3cc(OC)c(OC)cc3c2C#CC(C)(C)O)cc1 | -9 | -1.2 | -1.3 |
| CCCCCCSc1ccc([C@@H]2[C@@H]3C(=O)N(CC)C(=O)[C@@H]3[C@]3(C(=O)OC)CCCCN23)cc1 | -4 | 2.0 | 0.9 |
| C[C@H]1CN([C@@H](C)CO)C(=O)c2cc(NC(=O)c3ccncc3)ccc2O[C@H]1CN(C)Cc1ccc(C(=O)O)cc1 | -5 | 0.6 | 0.3 |
| O=C(CN1C(=O)NC(Cc2c[nH]c3ccccc23)C1=O)Nc1ccc(F)cc1F (stereo not drawn) | -5 | 1.4 | 0.6 |
| COc1ccc(-c2csc(NC(=O)CN3C(=O)NC4(CCCC4)C3=O)n2)cc1 | -5 | 1.3 | 0.5 |
| O=C(COC(=O)/C=C/c1ccc(OC(F)F)cc1)NC(=O)NC1CCCCC1 | -6 | -1.2 | 0.4 |
| Cc1cccc(OCc2nnc(SCC(=O)N(c3ccccc3)C3CCS(=O)(=O)C3)o2)c1 (stereo not drawn) | -6 | -0.3 | 1.5 |
| COc1ccc(CC(=O)OCC(=O)Nc2cc(Cl)ccc2C)cc1 | -5 | -1.1 | -1.1 |
| CCOc1cc(-c2n[nH]c(=S)n2Cc2ccccc2)ccc1OC(F)F | -4 | -1.8 | -0.2 |
| Cc1noc(C)c1S(=O)(=O)Nc1ccc2c(c1)C(=O)N([C@H](C)CO)C[C@H](C)[C@@H](CN(C)C(=O)NC1CCCCC1)O2 | -3 | -0.8 | -0.4 |
| NC(=O)c1ccc(C2SCC(=O)N2CCc2ccccc2)cc1 (stereo not drawn) | 1 | 1.5 | 1.0 |
| O=C(COC(=O)c1cc(Br)ccc1O)Nc1ccc2c(c1)OCO2 | -9 | 5.5 | 3.6 |
| Cc1ccc(C(=O)NNC(=O)c2ccncc2)cc1[N+](=O)[O-] | -6 | 1.7 | 1.0 |
| C=CC[C@@H](CC(=O)N[C@@H](CO)Cc1ccccc1)C(=O)N[C@H](COC(=O)[C@@H](CC=C)CC(=O)OC(C)(C)C)Cc1c[nH]c2ccccc12 | -6 | -0.5 | -0.3 |
| CCCN(CC(=O)Nc1ccccc1C)C(=O)c1ccc(-c2ccc([N+](=O)[O-])cc2)o1 | -6 | -1.3 | 0.8 |
| CC(=O)C[C@H](O)CC(=O)[C@H]1OC(=O)CCCCC/C=C/Cc2ccccc21 | -4 | 1.7 | 2.3 |
| CCN(CC)CCCNC(=O)c1ccc(S(=O)(=O)Nc2ccc(C)c(C)c2)cc1 | 3 | 0.0 | -0.4 |
| C[C@H](NC(=O)c1nc[nH]c1C(=O)NCCCCCNC(=O)OC(C)(C)C)c1ccccc1 | -3 | 0.2 | 3.0 |
| CN(CC(=O)Nc1ccccc1C(F)(F)F)C(=O)CSCc1ccccc1 | -3 | 1.3 | 1.1 |
| Cc1ccc(SCC(=O)Nc2oc(C)c3c(C)n[nH]c(=O)c23)cc1C | -6 | -0.2 | -0.3 |
| CC1CCN(S(=O)(=O)c2c[nH]c(=O)[nH]c2=O)CC1 | -2 | 1.0 | -0.3 |
| COC(=O)c1ccc(COC(=O)CNC(=O)C2CCCCC2)cc1 | -5 | -1.7 | -0.4 |
| COc1cccc(NC(=O)C(C)N2C(=O)c3ccccc3S2(=O)=O)c1 (stereo not drawn) | 0 | 1.3 | 0.3 |

Reprinted from the part before: 2 entries, then new ones.
| structure | GalR3 antag | OXTR agonist | V1R ag counter |
| --- | --- | --- | --- |
| COC(=O)c1ccc(COC(=O)CNC(=O)C2CCCCC2)cc1 | -5 | -1.7 | -0.4 |
| COc1cccc(NC(=O)C(C)N2C(=O)c3ccccc3S2(=O)=O)c1 (stereo not drawn) | 0 | 1.3 | 0.3 |
| Cc1ccc(Cl)cc1NC(=O)COC(=O)CN1C(=O)C2CCCCC2C1=O (stereo not drawn) | -3 | 2.2 | 1.3 |
| CCCNC(=O)C(Cc1ccc(I)cc1)NC(=O)c1ccc2ccccc2n1 (stereo not drawn) | -10 | 0.0 | 0.1 |
| Cc1ccnc2nc(C(=O)OC(C)C(=O)NCc3ccccc3)nn12 (stereo not drawn) | -6 | 0.5 | 0.5 |
| CCN1CCN(S(=O)(=O)c2ccc3c4c(cccc24)C(=O)N3CC)CC1 | -2 | 2.4 | 0.0 |
| O=C(Nc1ccccc1N1CCCCC1)C1CCN(S(=O)(=O)c2cccc(C(F)(F)F)c2)CC1 | -3 | -1.5 | 0.6 |
| NC(=O)CCCn1c(C(=O)c2ccc(Cl)cc2)c2ccc(C(F)(F)F)cc2[n+]1[O-] | -10 | -0.6 | -0.8 |
| COc1ccc(NC(=O)COc2ccc(C)nc2[N+](=O)[O-])cc1S(N)(=O)=O | 2 | -0.6 | 0.7 |
| COc1ccc([C@H]2CC(=O)C=C(c3ccc(OC)c(OC)c3)C2)cc1 | -2 | 1.1 | 1.8 |
| CC(C)(C)OC(=O)NCCCCCNC(=O)c1nc[nH]c1C(=O)N1CCN(c2ccccc2)CC1 | -1 | 3.5 | 5.4 |
| O=C(/C=C/c1ccc(F)cc1)OCC(=O)c1ccc[nH]1 | -6 | 0.0 | 1.2 |
| CC(OC(=O)c1cccc(-n2cnnn2)c1)C(=O)Nc1ccc(F)cc1Cl (stereo not drawn) | -4 | 0.1 | 0.8 |
| CC(C(=O)OCC(=O)N1CCCCC1)N1C(=O)c2ccccc2C1=O (stereo not drawn) | -8 | 2.6 | 8.2 |
| COc1ccc(C(C)(C)C)cc1NC(=O)C1CC(=O)N(C2CCCC2)C1 (stereo not drawn) | -4 | -0.4 | 0.2 |
| CCN(C(=O)C(C)OC(=O)c1nn(-c2ccccc2C(F)(F)F)cc1O)c1ccccc1 (stereo not drawn) | 1 | 17 | 8.0 |
| CCCN(C(=O)c1cc(S(=O)(=O)N(C)c2ccc(OCC)cc2)ccc1C)C1CCS(=O)(=O)C1 (stereo not drawn) | -4 | 0.2 | 0.3 |
| Cc1ccccc1-c1cc(C(=O)NCc2ccc3c(c2)OCO3)nn1CC1CC(c2cccc([N+](=O)[O-])c2)=NO1 (stereo not drawn) | -5 | 0.9 | 1.3 |
| N#CCC(=O)Nc1ccc(C(=O)NNC(=O)CCN2CCN(c3ccccc3)CC2)cc1 | -5 | -0.1 | -0.4 |
| CCN(CC(=O)Nc1ccc2c(c1)OCCO2)CC(=O)Nc1ccccc1C(F)(F)F | -4 | 0.8 | -0.1 |
| CCOC(=O)C1C(O)=CC(=O)CC1c1ccccc1 (stereo not drawn) | -2 | -0.7 | 1.1 |
| Cc1ccc(C(=O)OCC(=O)c2ccc(S(=O)(=O)N3CCCCC3)cc2)o1 | -4 | -1.1 | 0.7 |
| CCN(C(=O)CN1C(=O)c2ccccc2S1(=O)=O)C1CCCCC1 | 6 | 0.1 | -0.3 |
| O=C(COC(=O)CNC(=O)c1ccc(Cl)cc1)NC1CCCCCC1 | -5 | 1.7 | 1.8 |
| CCN1CCN(c2ccc(Nc3ccnc4ccccc34)cc2)CC1 | -6 | 1.3 | -0.7 |
| Cc1ccc(S(=O)(=O)N(C)CC(=O)NCCCn2nc(C)cc2C)cc1 | -2 | -1.4 | -0.8 |
| CC1CCCC(NC(=O)COC(=O)/C=C/c2ccc([N+](=O)[O-])cc2)C1C (stereo not drawn) | -3 | 2.7 | 1.2 |
| CCc1noc(C)c1C(=O)Nc1cc(S(=O)(=O)N2CCCCC2)ccc1N(C)C | -3 | -1.9 | -1.6 |
| COc1ccc(C(CNC(=O)c2sccc2C)N2CCOCC2)cc1 (stereo not drawn) | -5 | -1.6 | 1.3 |
| COc1ccccc1N(C)S(=O)(=O)c1ccc(C(=O)Nc2nccs2)cc1 | -9 | 2.2 | 5.9 |

Screens deposited in PubChem BioAssay by The Scripps Research Institute Molecular Screening Center.
